Source: PubChem (several laboratories)
PHOSPHO1 block: PHOSPHO1 (human) inhibition. inhibition, % at 13.3 µM. AID 1565. actives 1.1% (n = 290,000). recombinant PHOSPHO1, absorbance phosphatase assay. Q8TCT1; in the data active = inhibition above about 60%
Target sequence (Q8TCT1 whole entry, looked up): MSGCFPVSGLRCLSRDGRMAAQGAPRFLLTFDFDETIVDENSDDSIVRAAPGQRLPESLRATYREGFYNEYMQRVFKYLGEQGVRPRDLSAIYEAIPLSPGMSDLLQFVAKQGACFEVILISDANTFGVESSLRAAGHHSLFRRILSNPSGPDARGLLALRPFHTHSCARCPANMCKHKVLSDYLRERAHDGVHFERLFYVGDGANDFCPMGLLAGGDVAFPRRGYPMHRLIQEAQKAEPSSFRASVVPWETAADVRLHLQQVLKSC
GalR3 antag: human GalR3 antagonism; HEK293 GalR3-CNG cAMP membrane potential fluorescence; galR3 body fused to GalR1 C-terminus; inhibition, % at 3 µM; actives 0.44% (n = 360,000); AID 651719;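 active = inhibition above the screen-wide average plus 3 SD, cut at about 13% in these data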;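 note: forskolin and galanin both at EC90 stimulate the cells; cAMP rise reported by CNG channel membrane potential dye signal; 0% = forskolin plus galanin with DMSO and 100% = forskolin alone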
Target sequence (O60755 1-299 limits assumed): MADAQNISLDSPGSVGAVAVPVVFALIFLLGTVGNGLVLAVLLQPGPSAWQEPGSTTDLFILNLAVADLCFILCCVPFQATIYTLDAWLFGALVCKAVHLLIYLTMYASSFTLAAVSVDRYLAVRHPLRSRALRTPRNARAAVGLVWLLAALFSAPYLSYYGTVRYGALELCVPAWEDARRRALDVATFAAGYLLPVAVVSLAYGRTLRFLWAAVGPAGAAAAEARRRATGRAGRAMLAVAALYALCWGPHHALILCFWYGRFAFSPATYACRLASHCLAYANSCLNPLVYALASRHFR
CRFR2-BP ag: CRF-BP/CRF-R2 complex agonism | AID 588473 | activation, % at 13.2 µM | actives 0.46% (n = 350,000) | HEK293 CRF-R2/CRF-BP, calcium dye fluorescence (FLIPR); percent of saturating CRF peptide response;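 active = activation of at least 50%, plus an integration ratio under a set limit after plate pattern correction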;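 note: plate controls were neutral control wells without compound for no effect and CRF at EC100 for full effect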
CRFBP-R2 block: antagonists of CRF-binding protein/CRF-R2 receptor complex; HEK293 CRF-R2/CRF-BP, CRF-induced calcium fluorescence; inhibition, % at 11.8 µM; actives 0.59% (n = 350,000); AID 588475;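 active = inhibition of the ligand-induced calcium signal above about 50% at the single tested concentration, limit read from the data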
IDE act: boosts human insulin-degrading enzyme activity in HEK cells; activation, % at 5.96 µM; AID 493087; FAbeta-B cleavage, fluorescence polarization; 0% vehicle, 100% cell-free pure enzyme wells; actives 0.073% (n = 340,000); P14735;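 active = activation above the mean of all tested compounds plus 3 SD, set per screening campaign, cut at about 17% in these data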
M4 PAM: positive allosteric modulators of human muscarinic M4 receptor. P08173. CHO-K1 hM4/Gqi5, Fluo-8 calcium fluorescence, ACh EC20; 0% = ACh EC20, 100% = maximal ACh. activation, % at 3 µM. actives 0.4% (n = 360,000);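 active = activation above its plate's cutoff, the mean activation of sample wells plus 3 SD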; note: some results filed as inactive read as strong as hits
Target sequence (P08173 whole entry, looked up): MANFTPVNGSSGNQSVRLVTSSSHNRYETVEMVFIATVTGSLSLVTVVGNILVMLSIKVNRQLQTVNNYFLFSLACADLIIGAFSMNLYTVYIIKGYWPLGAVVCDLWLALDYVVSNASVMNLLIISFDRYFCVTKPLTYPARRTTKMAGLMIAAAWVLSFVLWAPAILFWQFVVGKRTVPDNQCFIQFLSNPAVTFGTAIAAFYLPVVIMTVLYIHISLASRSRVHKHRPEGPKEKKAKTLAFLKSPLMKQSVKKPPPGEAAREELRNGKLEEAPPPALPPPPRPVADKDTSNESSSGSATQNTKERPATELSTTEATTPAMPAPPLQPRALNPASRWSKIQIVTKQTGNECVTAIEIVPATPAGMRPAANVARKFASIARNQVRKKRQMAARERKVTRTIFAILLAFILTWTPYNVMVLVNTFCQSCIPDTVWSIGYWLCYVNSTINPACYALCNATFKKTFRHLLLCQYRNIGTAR
MEKK3 PB1 HTS: raises or lowers MEK5 binding to the human MEKK3 PB1 domain; actives 1.4% (n = 290,000); binding response (% of control), % at 10 µM; bead-based flow cytometry, Alexa488-MEK5 binding to MEKK3; actives lie on both sides; 0 = blocked by unlabeled MEK5, 100 = vehicle; Q99759;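 active = binding response more than 3 SD above or below the average of its plate-row segment, actives on both sides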;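 note: Alexa488 bead fluorescence after subtracting the streptavidin-only scavenger bead signal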
pCIP destab: compounds decreasing mouse p/CIP protein stability; Q05BA5; AID 1984; F442A p/CIP-EGFP cells, EGFP fluorescence, 16 h; decrease of EGFP signal, % at 10 µM; actives 0.01% (n = 290,000);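 active = EGFP signal decrease of at least 30% at 10 µM or well 3 SD below plate mean, unless failing retest; inactive = the rest, including hits failing retest or dose response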; note: some compounds called inactive have numbers as strong as hits; many of its hits are not listed in these tables
IDE cell inh: inhibitors of human insulin-degrading enzyme in cells. P14735. HEK cells, FAbetaB cleavage, fluorescence polarization. inhibition, % at 5.59 µM. actives 0.41% (n = 320,000);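 active = percent inhibition above the average of all tested compounds plus 3 SD, set per screening campaign, cut at about 16% in these data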;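 note: IDE supplied by intact live HEK cells; FP after avidin binding of uncleaved biotin substrate so inhibition keeps polarization high; 0% = DMSO wells and 100% = 60 µM reference IDE inhibitor Ii1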
Numbers without * were called inactive; x = not tested or not shown; [ ] = another dose, or the depositor's remark.

SMILES	PHOSPHO1 block	GalR3 antag	CRFR2-BP ag	CRFBP-R2 block	IDE act	M4 PAM	MEKK3 PB1 HTS	pCIP destab	IDE cell inh
COc1cc(/C=C/C(=O)OCC(=O)NCCCc2ccccc2)ccc1O	x	-3	-4.1	33	5	-1	x	x	0
O=C(O)CCSCC(=O)Nc1c(C(=O)C2CC2)oc2ccccc12	1	-2	-0.9	-2	3	2	101	-5	-5
CN(CC(=O)NCc1cccnc1)S(=O)(=O)c1ccc(F)cc1	28	-7	-0.5	5	2	-3	101	5	-2
Cc1nnc(NC2(C(F)(F)F)C(=O)Nc3c2c(=O)n(C)c(=O)n3C)s1 (centres undefined)	24	-3	2.2	2	6	22	97	-10	4
CC(Sc1ccccc1)C(=O)NCC1COc2ccccc2O1 (centres undefined)	x	-2	-4.7	17	0	8	x	x	-2
CC(=O)NCCCNS(=O)(=O)c1ccc(C)cc1	18	-6	-0.1	6	2	3	103	-4	2
CCCC(=O)Nc1ccc2nn(-c3ccc(OC)cc3)nc2c1	8	-6	-2.0	-7	0	5	99	-7	2
CC1CCN(S(=O)(=O)N2CCCC(C(=O)NCc3ccc(F)cc3)C2)CC1 (centres undefined)	-46	-2	-0.7	-5	8	3	104	9	3
FC(F)(F)c1ccc(Cl)c(N/N=C/c2ccc(N3CCOCC3)s2)c1	2	-1	-0.6	-22	-2	-1	94	-1	1
COc1ccc(S(=O)(=O)Nc2cc(S(=O)(=O)N3CCOCC3)ccc2OC)cc1	x	-7	-0.5	-3	3	10	x	x	-2
O=C(CSc1nccn1Cc1ccco1)Nc1ccccc1	12	-2	-2.5	9	3	11	104	-20	5
C=CCSc1nnc(NC(=O)CCN2C(=O)C3CC=CCC3C2=O)s1 (centres undefined)	x	-3	0.3	-3	-6	-5	x	x	1
Cc1ccc(S(=O)(=O)NCC(=O)N2CCc3ccccc3C2)cc1	14	-3	0.5	1	7	5	103	-3	1
COc1cccc(NC(=S)NCc2ccco2)c1	-14	-6	-0.7	48	-3	-3	98	2	8
CCCOc1ccc(C(=O)NNC(=S)NC(=O)c2cc(-c3ccccc3)nc3ccccc23)cc1	-118	-1	14	6	-2	-2	102	-9	5
O=C(NCC1CCCO1)c1cc(C(=O)C2CCCCC2)c[nH]1 (centres undefined)	36	-3	0.0	11	2	-15	102	-6	5
Nc1nc(SCC(=O)Nc2ccccc2Sc2ccccc2)n[nH]1	-1	1	0.7	-9	4	-5	99	-14	1
O=C(Nc1ccc2c(c1)C(=O)NC2=O)c1ccc2ncsc2c1	15	-7	-0.8	-6	-6	-1	86	-14	2
COc1ccc(-c2nc(N)nc(C(F)(F)F)c2-c2ccccc2OC)c(O)c1	11	-4	-1.7	0	3	2	111	-14	-4
Cc1ccc2oc(=O)c3cnn(CC(=O)NCCN4CCOCC4)c3c2c1	18	x	2.1	18	-3	-8	104	6	0
CC(=O)N/C(=C/c1ccc2c(c1)OCO2)C(=O)NCC(=O)O	-2	-8	-0.1	-4	3	3	97	-10	3
CCCCCCCC(=O)N/N=C(/C)c1c(O)cc(C)oc1=O	18	-6	1.1	2	4	8	109	2	0
CNC(=O)c1c(NC(=O)c2nc3ccccc3s2)sc2c1CCC2	10	x	x	x	1	11	103	-10	-1
COc1ccc(S(=O)(=O)N2CCCC(C(=O)NCc3ccncc3)C2)cc1Cl (centres undefined)	-34	-6	0.4	3	-1	5	95	2	0
Cc1cn([C@H]2C[C@H](O)[C@@H](CNCc3ccc(N4CCN(C)CC4)cc3F)O2)c(=O)[nH]c1=O	x	-6	1.0	9	x	-1	x	x	x
O=c1oc2ccccc2cc1-c1ccc(O)cc1	-3	-3	-9.5	-22	-3	7	93	2	4
COC(C(=O)Nc1ccccc1C(=O)N1CCOCC1)c1ccccc1 (centres undefined)	19	-5	1.0	-5	4	3	103	3	-5
O=C1CCCC2=C1C(Cc1ccccc1)C1=C(CCCC1=O)O2	-17	-6	-0.3	10	3	-1	102	-13	4
Cc1ccc(N(C(=O)CS(=O)CC(=O)Nc2ccc(F)cc2)C(C)C(=O)NC(C)(C)C)cc1 (centres undefined)	22	-5	-1.6	6	6	-2	97	-3	-4
CCC(C)N(C(=O)CSc1ncnc2sccc12)C1CCS(=O)(=O)C1 (centres undefined)	x	0	-2.2	-8	1	6	x	x	0
O=[N+]([O-])c1ccc2ncnc(N3CCN(Cc4ccc5c(c4)OCO5)CC3)c2c1	29	-8	-1.9	32	5	-6	104	-2	-4
Cc1ccc(S(=O)(=O)N2CCCCC2)cc1NC(=O)COC(=O)c1ccc2c(c1)OCO2	8	6	-0.7	8	-2	-19	96	-6	5
CCN1CCN(CCNC(=O)C2CCCN(Cc3nc(-c4cccc(Cl)c4)oc3C)C2)CC1 (centres undefined)	10	0	2.0	-18	3	-3	104	-17	3
CC(=O)NN1C(=O)c2ccccc2NC1c1ccco1 (centres undefined)	-12	-7	0.3	7	2	-2	98	0	0
CC(=O)c1c(C)[nH]c(C(=O)OCC(=O)N2CCc3ccccc3C2)c1C	x	-7	-1.9	-4	5	-4	x	x	2
CCCCn1nnc(N(C(=O)c2cccs2)C(=O)c2cccs2)n1	32	-8	-3.2	14	6	-1	99	-1	x
O=C1CCC(C(=O)OCC(=O)C23CC4CC(CC(C4)C2)C3)N1 (centres undefined)	7	-1	0.8	-17	3	1	104	7	2
COc1ccc(CCN=C(N)NS(=O)(=O)c2ccc(OC)c(OC)c2)cc1OC	33	0	0.3	-3	2	-4	99	4	-2
COc1ccc(C2CCc3cc4c(cc3C2=NO)OCO4)cc1OC (centres undefined)	x	-2	-0.9	49	x	-9	x	x	x
Cc1cc(C)cc(NS(=O)(=O)c2csc(C(N)=O)c2)c1	24	-10	0.5	2	2	-4	103	-1	2

Complete entries from above.
O=c1oc2ccccc2cc1-c1ccc(O)cc1 reads PHOSPHO1 block = -3; GalR3 antag = -3; CRFR2-BP ag = -9.5; CRFBP-R2 block = -22; IDE act = -3; M4 PAM = 7; MEKK3 PB1 HTS = 93; pCIP destab = 2; IDE cell inh = 4
COC(C(=O)Nc1ccccc1C(=O)N1CCOCC1)c1ccccc1 (centres undefined) reads PHOSPHO1 block = 19; GalR3 antag = -5; CRFR2-BP ag = 1.0; CRFBP-R2 block = -5; IDE act = 4; M4 PAM = 3; MEKK3 PB1 HTS = 103; pCIP destab = 3; IDE cell inh = -5

Fetched by structure from the entries so far, 6 records:
SMILES	PHOSPHO1 block	GalR3 antag	CRFR2-BP ag	CRFBP-R2 block	IDE act	M4 PAM	MEKK3 PB1 HTS	pCIP destab	IDE cell inh
Cc1cc(C)cc(NS(=O)(=O)c2csc(C(N)=O)c2)c1	24	-10	0.5	2	2	-4	103	-1	2
CCCCCCCC(=O)N/N=C(/C)c1c(O)cc(C)oc1=O	18	-6	1.1	2	4	8	109	2	0
CCN1CCN(CCNC(=O)C2CCCN(Cc3nc(-c4cccc(Cl)c4)oc3C)C2)CC1 (centres undefined)	10	0	2.0	-18	3	-3	104	-17	3
O=[N+]([O-])c1ccc2ncnc(N3CCN(Cc4ccc5c(c4)OCO5)CC3)c2c1	29	-8	-1.9	32	5	-6	104	-2	-4
COc1ccc(S(=O)(=O)N2CCCC(C(=O)NCc3ccncc3)C2)cc1Cl (centres undefined)	-34	-6	0.4	3	-1	5	95	2	0
Cc1ccc(N(C(=O)CS(=O)CC(=O)Nc2ccc(F)cc2)C(C)C(=O)NC(C)(C)C)cc1 (centres undefined)	22	-5	-1.6	6	6	-2	97	-3	-4

(cont.)
SMILES	PHOSPHO1 block	GalR3 antag	CRFR2-BP ag	CRFBP-R2 block	IDE act	M4 PAM	MEKK3 PB1 HTS	pCIP destab	IDE cell inh
CC(=O)NCCC(=O)Nc1nc(C)c(Cc2ccc3c(c2)OCO3)s1	4	-2	-0.2	-2	5	3	98	-4	0
COc1cccc(-c2n[nH]nc2C2=CC(=O)CC(C)(C)C2)c1	x	-5	-0.5	-12	x	9	x	x	x
CC(=O)N1CCc2cc(S(=O)(=O)NC(Cc3ccccc3)C(=O)Nc3cc(C)ccn3)ccc21 (centres undefined)	11	-9	-0.5	-10	1	3	81	8	-5
Cc1ccccc1CS(=O)(=O)c1cn(CC(=O)N2CCOCC2)c2ccccc12	27	-3	-1.2	-8	2	-2	104	-11	0
CS(=O)(=O)n1nc(OC(=O)c2cccs2)cc1N	9	-3	0.0	-2	6	4	67	-3	-1
Cc1ccc(C)c(N2CCN(C(=O)CCc3nc(-c4ccc(Br)cc4)no3)CC2)c1	x	-6	4.0	11	5	6	x	x	x
O=C(NNC(=O)c1ccc(Cl)cc1Cl)c1ccncc1	4	-4	3.1	10	3	17	93	4	-3
Cc1nc(N)sc1-c1csc(Nc2cccc(O)c2)n1	30	-4	-0.5	11	-2	-2	98	-2	4
Cc1nc2ccccc2nc(C)c1=NO	12	0	2.1	-4	-2	-1	105	-2	-4
CCn1cc(C(=O)OCC(=O)Nc2c(C)n(C)n(-c3ccccc3)c2=O)c(=O)c2ccc(C)nc21	-10	x	0.5	-16	4	-3	99	-7	7
O=C(c1ccc2c(c1)[nH]c(=S)n1c3ccccc3nc21)N1CCN(c2ncccn2)CC1	28	-5	0.0	35	1	8	100	-6	-3
CC(C)n1cnc2cc(NCc3nc4ccccc4n3C)ccc21	-10	-1	1.0	-18	2	-3	87	-6	6
O=C(Nc1cccc(C(=O)Nc2ccc(Cl)cn2)c1)c1ccccc1	14	-2	-1.3	3	-2	-4	106	-7	4
CS(=O)(=O)C1=NSC2=NC(=O)/C(=C\c3cccn3-c3ccccc3Cl)C(=N)N21	-1	-5	0.0	1	-1	0	115	-5	-1
COc1ccc(OC)c(NC(=O)C2CCCN(S(=O)(=O)c3cccc4cccnc34)C2)c1 (centres undefined)	-7	3	-1.5	-40	1	-13	98	-5	-4
CCOC(=O)C1CCCN(C(=O)/C=C/c2ccc(OC)cc2)C1 (centres undefined)	2	-6	-0.4	13	-4	5	105	11	5
O=C(/C=C/c1ccc2c(c1)OCO2)NCc1ccc(F)cc1	2	-4	-6.0	50	1	1	88	-5	3
Cc1cccc(NS(=O)(=O)c2cccc(C(=O)N3CCCCCCC3)c2)c1	x	0	-1.4	-6	-4	0	x	x	-4
COCCn1c(SCC(=O)Nc2cc(C)on2)nc2ccccc2c1=O	x	0	-0.7	-2	0	21	x	x	-2
Cc1ccc(C)c(NC(=S)N=Nc2c(O)n(C)c3ccc(S(=O)(=O)N4CCOCC4)cc23)c1	-6	-3	-0.4	-8	-1	1	62*[inhibitor]	-2	-2
O=C(Nc1cccc2cccc(NC(=O)c3ccco3)c12)c1ccco1	38	-2	-0.7	-1	1	3	101	-2	-2
Cn1nnnc1SCC(=O)N1c2ccccc2CCc2ccccc21	5	-3	-0.2	1	2	-3	64	-5	4
O=C(NC1CCCCC1)c1ccc2c(c1)OCCO2	16	-8	-0.2	10	5	0	102	-5	-2
